# Bioassay records from PubChem.
# TAG inh: triacylglycerol accumulation inhibition | H9c2 cells, Nile Red lipid (TAG) fluorescence; cells loaded with 200 µM oleic acid | inhibition, % at 12.5 µM | hit rate 0.66% among 230,000;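 active means pattern-corrected inhibition of lipid staining of at least 50% with the nuclear-stain viability signal not falling by more than 50%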;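 further: 0% = DMSO wells and 100% = triacsin C control wells; some results filed as inactive read as strong as hits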
# TAG inh DAPI viability: second read-out of TAG inh, no call of its own (marks repeat the call); DAPI nuclei signal change (viability), lower = more cytotoxic, %;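 whole-well DAPI fluorescence read on a plate reader as a viability signal; minus 50 percent equals half of cells still viable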
# Numbers without * were called inactive.
smiles | TAG inh | TAG inh DAPI viability
CCCCN(C(=O)C1CCCO1)c1c(N)n(CCC)c(=O)[nH]c1=O (configuration not stated) | 2 | 5
CC(=O)c1ccc(N2CCN(C(=O)c3nn(Cc4ccccc4)c(=O)c4ccccc34)CC2)cc1 | -17 | 2
CCOc1c(Br)cc(CNC2CCCCCCC2)cc1OC | 70* | -41*
CCCCCCCCCCCC(=O)NC(C(=O)OCC)C(O)c1cccc([N+](=O)[O-])c1 (configuration not stated) | -9 | 4
O=C(N1CCOCC1)n1nnc2ccccc21 | 12 | -1
COc1cc(N2C(=O)NC3CC2(C)Oc2ccccc23)cc(OC)c1OC (configuration not stated) | 13 | -3
C[C@H](NC(=O)c1nc[nH]c1C(=O)NCC(=O)OCc1ccccc1)C(=O)OC(C)(C)C | 4 | -1
Cc1nc2ccccc2nc1OCC(=O)Nc1cc(C(F)(F)F)ccc1N1CCOCC1 | -12 | -2
Cc1[nH]c2ccccc2c1C(=O)C(=O)NC1CC(=O)N(c2ccc(F)cc2)C1 (configuration not stated) | 11 | 9
COc1ccc(CC(=O)OCC(=O)N2CCN(S(=O)(=O)c3ccc(C)cc3C)CC2)cc1 | 6 | -6
Cc1cc(C)c(C(=O)C(C)OC(=O)c2ccc(Cl)nc2)cc1C (configuration not stated) | -4 | -3
NC(=S)N/N=C/c1c[nH]c2ccccc12 | 8 | -1
COc1ccc2oc(=O)c(C(=O)N3CCCC3)cc2c1 | 9 | 3
CNC(=O)c1nn(C)c(=O)[nH]c1=O | 0 | 1
O=C(/C=C/c1ccc([N+](=O)[O-])cc1)Nc1cccc(S(=O)(=O)NC2=NCCCCC2)c1 | -12 | 11
O=C(COC(=O)c1ccc2c(c1)OCCO2)NC1CCCCC1 | -6 | -7
CCCn1c(N)c(N(CCOC)C(=O)c2cccc(S(=O)(=O)N3CCCc4ccccc43)c2)c(=O)[nH]c1=O | 4 | -9
C[C@H](CO)N1C[C@H](C)[C@@H](CN(C)S(C)(=O)=O)Oc2c(NC(=O)Nc3ccc4c(c3)OCO4)cccc2C1=O | 4 | -3
COC(=O)c1c(NC(=O)c2ccco2)sc2c1C(C(=O)OC)CC2 (configuration not stated) | 3 | 6
Cc1nn(-c2ccccc2)c(Cl)c1/C=C1\C(=O)N(C)C(=S)N1C | -7 | 8
Cc1ccc(S(=O)(=O)NCc2ccccc2)cc1C(=O)N1CCCCCCC1 | -18 | -8
COCCNC(=O)NC(=O)COC(=O)c1cc([N+](=O)[O-])ccc1Sc1nc(C)cs1 | -6 | 1
O=C(COc1ccc(Cl)cc1)NCc1nnc(SCC(=O)N2CCCc3ccccc32)o1 | 14 | -8
CC(C)C(=O)Nc1sc2c(c1C(N)=O)CCN(Cc1ccccc1)C2 | -5 | 3
Cc1cccc(N2CCN(c3nnnn3-c3ccccc3)CC2C)c1 (configuration not stated) | -4 | 10
O=C(CCC(=O)N1CCOc2ccccc21)NC1CCN(Cc2ccccc2)CC1 | -4 | 6
CNS(=O)(=O)c1cccc(C(=O)OCC(=O)Nc2sc3c(c2C#N)CCCCC3)c1 | 3 | -1
c1ccc(CNc2cccnc2)cc1 | -14 | 21
CC(=O)Nc1n[nH]c(S(=O)(=O)Cc2ccc(Cl)cc2Cl)n1 | 8 | 3
O=C(NC1CCC(O)CC1)c1ccc(Br)o1 (configuration not stated) | 6 | 1
CCCCn1cnc2c(SCc3ccccc3Cl)nc(N)nc21 | 9 | -6
Cc1nc2ccc(C(=O)NCCCn3ccnc3)cn2c1N(C)CC1CCCCC1 | 6 | -2
Cc1sc(NC(=O)CCC(=O)O)c(C#N)c1C | 18 | -13
O=C(c1cc(C2CCCCN2C(=O)OCCF)on1)N1CCOCC1 (configuration not stated) | 2 | 4
COc1ccc(C(=O)Oc2ccc(F)cc2C(=O)/C=C/c2ccc(OC)c(OC)c2)cc1 | 4 | 16
CC(C)(CNC(=O)c1ccc(-c2ccccc2Cl)o1)N1CCOCC1 | -20 | 5
Cc1ccc(NC(=O)COc2ccc3c(c2)OCO3)c(Cl)c1 | -7 | 0
CN1C(=O)[C@H]2[C@@H](C3CC3)N3C(=O)CN(CCO)C(=O)[C@@]3(Cc3ccccc3)[C@H]2C1=O | -11 | 19
COc1ccc(Br)cc1C(=O)CCC(=O)OCC(=O)Nc1cc(C(N)=O)cc(C(N)=O)c1 | 7 | 1
CC(C)(C)c1cc(CCC(=O)NCc2cccnc2)cc(C(C)(C)C)c1O | 17 | -3
Cc1oc(-c2ccccc2Cl)nc1CN(Cc1ccccn1)C[C@@H]1CCC(=O)N1 | 2 | -7
CS(=O)(=O)c1ccc2nc(NC(=O)c3ccc(NS(=O)(=O)c4ccc(F)c(F)c4)cc3)sc2c1 | 15 | 2
Cc1cc(C)c(-c2csc(NC(=O)C3=COCCO3)n2)c(C)c1 | -10 | 9
COc1cc(C(C)=O)ccc1OCC(=O)NCC(c1ccc(F)cc1)N1CCOCC1 (configuration not stated) | 6 | -5
Cc1c(Cl)cccc1NC(=O)CCN1CCOCC1 | -8 | 2
COCCNC(=O)c1cc2c(-c3ccc(Cl)cc3)nn(C)c2s1 | 52* | -4.7*
Cc1ccc2sc(N3CCN(C(=O)C4=COCCO4)CC3)nc2c1C | -6 | -1
Cc1onc(-c2ccccc2Cl)c1C(=O)Nc1ccc2c(c1)OCO2 | 4 | -7
Cc1ccc(OCCCC(=O)Nc2nc3ccccc3[nH]2)cc1 | 4 | 1
COc1ccc(CCNC(=S)NC(=O)c2cccc([N+](=O)[O-])c2)cc1OC | 0 | -1
CC(=O)N1CCN(CC(=O)Nc2ccc(Cl)c(S(=O)(=O)N(C)C)c2)CC1 | 2 | -8
Cc1cccc(Cn2c(N3CCCCC3C)nc3c2c(=O)[nH]c(=O)n3C)c1 (configuration not stated) | -12 | -6
O=C(CNC(=O)C12CC3CC(CC(C3)C1)C2)N/N=C\c1ccco1 | -7 | 6
COc1ccc(C[C@H]2CN3C(=NC[C@H]3C)N2CCNC(=O)c2ccc(C)c(Br)c2)cc1 | -4 | 2
Clc1ccc(Nc2ncn[nH]2)c(Cl)c1 | 11 | -3
Cc1cc(C)c(CN2CCN(CCCn3cnc(C(=O)Nc4ccc(C)c(C)c4)n3)CC2)c(C)c1 | -28 | 13
CC(C)c1nnc(NC(=O)C2CCN(c3cnccn3)CC2)s1 | 14 | 1
CSc1ccccc1C(=O)Nc1nccs1 | 2 | -15
COc1cc(C2Nn3c(nnc3-c3ccccc3OC)S2)ccc1O (configuration not stated) | -11 | 10
COc1ccccc1C(=O)NCCC(=O)N(C)Cc1cccnc1 | -7 | -3

# Continuation.
smiles | TAG inh | TAG inh DAPI viability
O=C(O)C[C@H]1c2cc(C(F)(F)F)ccc2S(=O)(=O)N1C1CCN(Cc2ccccc2)CC1 | 2 | 8
Oc1c(Br)cc(C2N=C(c3ccccc3Cl)NO2)cc1Br (configuration not stated) | 2 | 5
CN(C)CCNC(=O)c1cc2sc3ccccc3c2s1 | 14 | 13
Nc1ccc(-c2nc3cc(N)ccc3o2)cc1 | 4 | 36
CC(=O)Nc1ccc(S(=O)(=O)NCC2CCCO2)cc1 (configuration not stated) | 1 | -4
Cc1ccc(C)c(N(CC(=O)N2CCc3ccccc3C2)S(C)(=O)=O)c1 | 9 | 1
CCOc1ccccc1C1CC(c2ccccc2)Nc2nc(N)nn21 (configuration not stated) | -4 | 27
O=C(C1=C[C@H](c2ccc3c(c2)OCO3)C[C@H](OCc2ccc(CO)cc2)O1)N1CCCCCCC1 | -3 | 0
C/C(=N\Nc1ncc(Br)cn1)c1cccc([N+](=O)[O-])c1 | 3 | 2
CCN(CCCNC(=O)C1c2ccccc2C(=O)N(CCOC)C1c1ccc(F)cc1)Cc1ccccc1 (configuration not stated) | 18 | -7
CCOc1ccc(-c2ccc(SCC(=O)Nc3nnc(C)s3)nn2)cc1 | 11 | 0
COCCCNC(=O)CN(CCc1ccccc1)S(=O)(=O)c1ccc(OC)cc1 | 11 | -10
NS(=O)(=O)c1ccc(CCNC(=O)CN2CCCCCC2)cc1 | 4 | 5
COCCn1c(N)c(N(Cc2ccccc2)C(=O)C2CCCC2)c(=O)[nH]c1=O | -10 | -1
COC(=O)c1cn(C)c2ccc(S(=O)(=O)N3CCOCC3)cc2c1=O | -2 | -2
CCc1cccc(CC)c1NC(=O)C(CC)Sc1nc2ccncc2[nH]1 (configuration not stated) | -7 | 5
NC(=O)C1C(=O)c2ccccc2C1(C[N+](=O)[O-])c1ccccc1 (configuration not stated) | 2 | 1
Cc1ccccc1-n1nnnc1SCc1csc(-c2ccccc2)n1 | -9 | 8
Cc1sc2nc(CSCC(=O)Nc3c(F)cccc3F)[nH]c(=O)c2c1C | -8 | 4
CCCCNC(=O)COC(=O)CCC(=O)c1cccs1 | -9 | 3
CC(=O)Nc1ccc(NC(=O)COC(=O)c2cc(S(=O)(=O)N3CCCC3)ccc2O)cc1 | -2 | 3
COc1ccc(S(=O)(=O)N(C)c2ccc(C(=O)NCc3ccco3)cc2)cc1OC | 12 | 55
CCCS(=O)(=O)NC(=O)C1(C)CCCN(C(=O)c2nc3ccccc3s2)C1 (configuration not stated) | 0 | 6
Cc1ccc(S(=O)(=O)N2CCC(C(=O)OCC(=O)N(C)C3CCS(=O)(=O)C3)CC2)cc1C (configuration not stated) | -4 | -1
CCC(C)(C)n1nnnc1C(c1cc(OC)ccc1OC)N1CCC(C(N)=O)CC1 (configuration not stated) | -39 | 1
COc1ccc(NC(=S)NC2CCN(Cc3ccccc3)CC2)cc1OC | 0 | 5
O=c1cc(CN2CCOCC2)nc(C2CC2)[nH]1 | -15 | 11
CCCCn1c(-c2cccc(Br)c2)nc2cc3[nH]c(=O)c(C(C)C)nc3cc21 | -15 | 43
COC(=O)[C@H](CCSC)NC(=O)Nc1ccc(S(N)(=O)=O)cc1 | 0 | 7
COc1ccc(C(=O)NN/C=C/C(=O)c2ccc(Br)cc2)cc1 | -13 | -7

# Gathered by group: those above with a COOH group (two)
smiles | TAG inh | TAG inh DAPI viability
Cc1sc(NC(=O)CCC(=O)O)c(C#N)c1C | 18 | -13
O=C(O)C[C@H]1c2cc(C(F)(F)F)ccc2S(=O)(=O)N1C1CCN(Cc2ccccc2)CC1 | 2 | 8

# Next section.
smiles | TAG inh | TAG inh DAPI viability
O=C1CCCC2=C1C1(CCCC1)N=C(Nc1nc3cc(-c4ccccc4)ccc3o1)N2 | 62* | -17*
Cc1ccc(NC(=O)c2cc(S(=O)(=O)N3CCOCC3)cn2C)cc1Cl | 1 | 1
Cc1ccc(S(=O)(=O)N2CCN(C(=O)Cc3sc(C)nc3-c3ccc(F)cc3)CC2)c(C)c1 | -5 | 2
Cc1c(C#N)c(NC(=O)C(C)C)n(Cc2ccccc2)c1C | 24 | -7
CCn1c2ccccc2nc2cc3c(cc21)c(Cl)c(=O)c1ccccc13 | 11 | -8
O=C(CCS(=O)(=O)c1cccc2nonc12)NCCc1ccccc1 | 13 | -6
O=C(Nc1ccc2nc(-c3cccnc3)[nH]c2c1)C12CC3CC(CC(C3)C1)C2 | 8 | 3
CN(C)c1cc(-c2ccc(Br)cc2)oc(=O)c1Cl | 5 | 6
c1ccc(Nc2nc(-c3ccccn3)cs2)cc1 | -22 | -11
CCc1cccc(NC(=O)CCCN2C(=O)NC(C)(C)C2=O)c1 | 3 | -1
O=C(c1cc2c(s1)-c1ccccc1OC2)N1CCN(c2ccccn2)CC1 | -15 | 9
O=C1CCCC(O)=C1N=Nc1ccc(C(=O)O)cc1 | 9 | 3
COc1cc2c(cc1OC)C(c1ccc(Br)cc1)NCC2 (configuration not stated) | 3 | 0
OC[C@@H](O)[C@@H](O)[C@H](O)[C@H](O)CO | 9 | -3
O=C(NN1CCCCC1)c1cnn2c(C(F)F)cc(-c3ccccc3)nc12 | 33 | 5
CC(=O)N(/N=C1\Sc2ccccc2C1=O)c1ccccc1C | -11 | 4
CSc1ccccc1NC(=S)Nc1cccc(C(F)(F)F)c1 | -9 | 11
CC(C)(C)c1ccc(C(=O)NCCC(=O)NC2=NCCS2)cc1 | 17 | 1
O=C1N[C@@H](Cc2ccccc2)COC(=O)[C@@H](Cc2ccc(F)cc2)CC/C=C/C[C@@H]1CC(=O)N(CCO)Cc1ccccc1 | 55* | -22*
CC(=O)N1CCN(C(=O)CCCNC(=O)c2ccc(Cl)cc2)CC1 | 12 | 7
Cc1ccc(SCC(=O)OC(C)C(=O)NC2CCCCC2C)c(C)c1 (configuration not stated) | -2 | 3
CCOc1ccc(NC(=O)C(C)NS(=O)(=O)c2ccc(NC(C)=O)cc2)cc1 (configuration not stated) | 10 | -5
COc1cc(OC)cc(OC(=O)c2cccc(S(=O)(=O)N3CCN(C)CC3)c2)c1 | 2 | 1
COc1ccc([C@@H]2CC=C(C(=O)O)[C@H](c3ccc(Cl)cc3)N2S(=O)(=O)c2ccccc2C)cc1 | -15 | 1
CCCCC(O)(CCCC)C(=O)NN(C(=O)OC)c1ccc(C)cc1 | 10 | -5
COc1cc(S(=O)(=O)NCC2CCCO2)c(OC)cc1Cl (configuration not stated) | 16 | -3
COc1ccccc1Oc1coc2c(CN(C)C)c(O)ccc2c1=O | 0 | 1
CCOC(=O)N1CCN(C(=O)COC(=O)CNC(=O)c2ccc(C)cc2)CC1 | -16 | 2
CNC(=O)c1nnc(Cc2ccc(F)cc2)o1 | -2 | -3

# 7 entries out of the list, ordered by molecular weight, smallest number first.
smiles | TAG inh | TAG inh DAPI viability
CNC(=O)c1nnc(Cc2ccc(F)cc2)o1 | -2 | -3
CC(=O)N(/N=C1\Sc2ccccc2C1=O)c1ccccc1C | -11 | 4
CC(C)(C)c1ccc(C(=O)NCCC(=O)NC2=NCCS2)cc1 | 17 | 1
COc1ccccc1Oc1coc2c(CN(C)C)c(O)ccc2c1=O | 0 | 1
CSc1ccccc1NC(=S)Nc1cccc(C(F)(F)F)c1 | -9 | 11
COc1ccc([C@@H]2CC=C(C(=O)O)[C@H](c3ccc(Cl)cc3)N2S(=O)(=O)c2ccccc2C)cc1 | -15 | 1
O=C1N[C@@H](Cc2ccccc2)COC(=O)[C@@H](Cc2ccc(F)cc2)CC/C=C/C[C@@H]1CC(=O)N(CCO)Cc1ccccc1 | 55* | -22*

# This is a subset; the hit share may differ from the screen's.
